Screens from PubChem BioAssay.
ABCB6 inh 2: ABCB6 transporter inhibitors, primary screen, K562-ABCB6 cells, flow cytometry, MLPCN library | actives 0.19% (n = 360,000) | K562-ABCB6 porphyrin accumulation, 1 h; stronger effect = lower value | fluorescence ratio to DMSO, % at 10 µM;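 active means fluorescence ratio to DMSO below 75%, the collection mean minus 3 SD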;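 further: signal is porphyrin accumulated inside mitochondria; 100% equals median channel fluorescence of DMSO control wells; lower ratio means ABCB6 inhibition with less porphyrin fluorescence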
MC4R barr agon: MC4R agonists recruiting beta-arrestin, primary screen, cell-based, luminescence, agonist arm of biased-ligand search | Melanocortin receptor 4 (Homo sapiens), P32245 | U2OS MC4R beta-arrestin complementation; percent of melanotan II response, DMSO zero | activation, % at 8.9 µM | actives 0.98% (n = 360,000);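 active means activation above a per-plate cutoff, the mean activation of sample wells on that plate plus 3 SD, cut at about 8% in these data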
Target sequence (P32245 whole entry, looked up): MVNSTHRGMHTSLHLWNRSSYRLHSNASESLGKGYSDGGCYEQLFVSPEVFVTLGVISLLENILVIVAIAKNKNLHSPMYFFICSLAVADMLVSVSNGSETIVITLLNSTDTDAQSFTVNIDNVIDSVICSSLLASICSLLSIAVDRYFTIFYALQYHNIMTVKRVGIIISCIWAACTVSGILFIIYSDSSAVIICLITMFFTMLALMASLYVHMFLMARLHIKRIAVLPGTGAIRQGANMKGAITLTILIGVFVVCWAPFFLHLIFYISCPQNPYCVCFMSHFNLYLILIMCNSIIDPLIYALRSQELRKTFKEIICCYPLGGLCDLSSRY
CaV13 ICDI inh: Disruptors of the CACNA1D IQ motif to Ca2+-dependent inactivation inhibitor domain association, primary screening, Förster resonance energy transfer in intact living … | AID 743397 | inhibition, % at 12.3 µM | HEK cells, CFP/YFP FRET ICDI-IQ, plate reader, 10 min; percent FRET-ratio fall versus neutral wells | actives 0.098% (n = 340,000);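 active means mean replicate inhibition of at least 30% and at least 1% of replicates passing that level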;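 further: 0% = median of the neutral control wells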
Granule exo inh: LAMP-1 surface exposure blockers, TALL-104 cells – cell-based, flow cytometry, MLPCN library, primary screen. actives 0.66% (n = 360,000). TALL-104 LAMP-1 surface exposure; cells stimulated with thapsigargin and PMA. inhibition, % at 10 µM;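 active means inhibition above about 55%, limit read from the data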
Glyco luc inh: increase of ERlucT glycosylation luciferase signal, primary screen, N-linked glycosylation inhibitor project, D54 ERlucT cells, luminescence, set 2. D54 ERlucT glycosylation luciferase reporter, 24 h; percent of 100 nM tunicamycin response. reporter increase, % at 12.5 µM. actives 0.23% (n = 360,000). AID 588692, 2011;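 active means mean luciferase reporter signal, scaled so untreated is 0 and the glycosylation-blocking control 100, at or above a set limit in every replicate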;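 further: luciferase carries N-glycosylation sites so blocking glycosylation raises the light; 0% = median of neutral control wells and 100% = median of 100 nM tunicamycin wells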
PDI turbidity: inhibitors of human PDI, primary screen, biochemical, turbidity, single point, plate reader. Protein disulfide-isomerase (Homo sapiens), P07237. PDI insulin aggregation turbidity, A650, 90 min. inhibition, % at 10 µM. actives 0.052% (n = 350,000);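 active means mean inhibition across replicates of 30% or more, whatever share of single replicates reach that level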;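 further: absorbance from insulin aggregation driven by PDI reduction with DTT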
Target sequence (P07237 whole entry, looked up): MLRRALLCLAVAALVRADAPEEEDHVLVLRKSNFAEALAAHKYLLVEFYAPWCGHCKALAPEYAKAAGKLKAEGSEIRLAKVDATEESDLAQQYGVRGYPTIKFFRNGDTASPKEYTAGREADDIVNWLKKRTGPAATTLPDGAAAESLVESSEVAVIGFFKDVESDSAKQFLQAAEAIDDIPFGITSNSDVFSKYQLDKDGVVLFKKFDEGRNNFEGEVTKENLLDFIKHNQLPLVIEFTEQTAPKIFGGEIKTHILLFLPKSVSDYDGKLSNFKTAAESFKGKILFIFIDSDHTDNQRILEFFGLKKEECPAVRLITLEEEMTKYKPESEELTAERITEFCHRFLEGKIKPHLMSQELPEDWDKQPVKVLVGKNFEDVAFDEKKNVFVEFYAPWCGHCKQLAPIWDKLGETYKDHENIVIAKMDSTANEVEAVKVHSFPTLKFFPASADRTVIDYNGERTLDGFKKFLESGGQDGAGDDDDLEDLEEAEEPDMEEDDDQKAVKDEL
m5-HT2A agonist: mouse Htr2a agonists via beta-arrestin recruitment, primary screen, cell-based, luminescence | 5-hydroxytryptamine receptor 2A (Mus musculus), P35363 | activation, % at 7.6 µM | actives 0.66% (n = 360,000) | AID 624169, 2012 | CHO-K1 mHTR2A beta-arrestin complementation; percent of 30 µM serotonin response;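 active means activation above a run cutoff, the mean activation of all tested compounds plus 3 SD, cut at about 14% in these data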;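 further: 0% = plate median of compound wells and 100% = 30 µM serotonin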
Cardio protect: cardioprotection against H2O2-induced cell death, primary screen, uHTS, H9c2 cells, ATPLite luminescence. H9c2 cardiomyocytes, H2O2 injury protection, 2 h. protection from H2O2 cell death, % at 20 µM. actives 0.63% (n = 360,000). AID 588492, 2011;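 active means compounds giving at least 50% protection of heart cells from peroxide-induced death in the single-dose screen, raw or plate-pattern-corrected value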;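 further: 0% = DMSO wells with peroxide and 100% = DMSO wells without peroxide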
ABHD5 PLIN5 PPI: ABHD5-PLIN5 interaction inhibitors, primary screen, cell lysate, split luciferase complementation, luminescence; Split G. princeps luciferase complementation, 4 h; inhibition, % at 4 µM; actives 0.78% (n = 360,000); Perilipin-5 (Homo sapiens) + 1-acylglycerol-3-phosphate O-acyltransferase ABHD5 (Homo …;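 active means inhibition above the mean inhibition across every tested compound plus 3 SD, cut at about 22% in these data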;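 further: 0% = DMSO only wells and the 100% control is not disclosed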
MC4R antagonist: MC4R antagonists of cAMP signaling, primary screen, cell-based, TR-FRET, antagonist arm of biased-ligand search; actives 0.48% (n = 360,000); Melanocortin receptor 4 (Homo sapiens), P32245; inhibition, % at 6.5 µM; MC4R-expressing cells, MTII-stimulated cAMP, LANCE TR-FRET;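 active means inhibition above its plate's cutoff, the mean of tested wells on that plate plus 3 SD, cut at about 29% in these data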;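 further: 0% = Melanotan II alone and 100% = Melanotan II plus saturating MCL0020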
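Assay system: U2OS cells stably expressing human melanocortin 4 receptor (MC4R) / Dosing: 6.5 µM / Timing: compound 30 min, challenge 1 h, detection 1 h / Measured by: Eu-cAMP/anti-cAMP TR-FRET, emission 671 nm / Replicates: singlicate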
Active calls of the source: *; x = not tested or not shown. Rows were taken by chance; 4.2% or so of the library scored in one or more.

Structure	ABCB6 inh 2	MC4R barr agon	CaV13 ICDI inh	Granule exo inh	Glyco luc inh	PDI turbidity	m5-HT2A agonist	Cardio protect	ABHD5 PLIN5 PPI	MC4R antagonist
Cn1cc(Br)c(C(=O)NNC(=O)c2ccccc2)n1	90	5.2	-5	-4	-2	14	0	7	8	1
COc1cccc(CN2C(=O)C3(C(C#N)=C(N)OC4=C3C(=O)CCC4)c3ccccc32)c1 (stereo unspecified)	98	-1.4	-8	3	2	-7	7	-5	8	6
Cc1cc(C(=O)NC(C)C2CCCO2)c(C)o1 (stereo unspecified)	102	0.3	-5	-2	-1	-8	5	1	10	-5
CCN(c1ccccc1)S(=O)(=O)c1cc(NC(=O)CN2CCN(C)CC2)ccc1Cl	94	-2.0	-10	-12	-2	9	3	0	8	2
COc1ccc(CCNC(=O)c2ccccc2NC(=O)CN2CCN(c3ccccc3O)CC2)cc1	94	-4.2	-6	6	-7	8	6	22	4	2
c1nc(N2CCOCC2)c2[nH]cnc2n1	95	0.0	-5	4	3	0	0	1	-2	10
CS(=O)(=O)Nc1cccc(-c2cnc3ccccc3n2)c1	85	-2.0	-19	-10	-2	-2	4	-2	-4	0
Cc1cccnc1NC(=O)CCCc1c[nH]c2ccccc12	110	2.4	-6	-2	0	-2	-4	4	20	13
CC(=O)c1ccc(N(C(=O)c2csnn2)C(C(=O)NC2CCCC2)c2ccccc2)cc1 (stereo unspecified)	94	0.2	-3	-11	0	-11	4	4	-7	-1
O=C(CN1CCOc2ccccc21)N1CCN(c2cccc(Cl)c2)CC1	114	-1.4	-3	4	4	x	1	-5	6	4
CC(SCc1ccccc1)C(=O)Nc1ccccc1 (stereo unspecified)	98	1.2	-5	-6	0	2	-3	1	1	5
CC(Oc1cc2oc(=O)c3c(c2cc1Cl)CCCC3)C(=O)NCc1cccnc1 (stereo unspecified)	97	-0.8	-3	-17	-2	-2	-1	-2	4	13
COc1ccc(CCOC(=O)c2cccc(NC(C)=O)c2)cc1	105	-0.3	-2	-3	6	-4	-6	-3	4	2
COc1ccc(CCNC(=O)c2ccc(CN3CCOCC3)cc2)cc1	98	0.5	-5	-1	1	1	0	-2	-8	1
COc1ccc2c(c1)CC(C(=O)Nc1ccc(Cl)cc1)/C(=N/O)O2 (stereo unspecified)	103	-0.7	-4	2	0	0	2	-9	-4	5
C=CCn1c(SCc2c(C)noc2C)nnc1C1COc2ccccc2O1 (stereo unspecified)	95	-2.1	-4	2	2	1	-1	-6	2	-7
CCC(C)NC(=O)Nc1ccc2c(c1)N(C)C(=O)c1ccccc1S2 (stereo unspecified)	84	2.6	-5	0	-2	2	3	-4	46*	4
O=C(c1ccccc1N(Cc1ccccc1)S(=O)(=O)c1ccccc1)N1CCOCC1	103	-0.6	-7	28	3	-9	0	1	4	17
Cc1ccc(NC2=C(Cl)C(=O)OC2OC(=O)c2ccc(C)cc2)cc1 (stereo unspecified)	96	-0.5	-7	-5	0	-4	-8	-5	4	-2
O=C(/C=C/c1ccccc1)NNC(=O)c1cccc(Cl)c1	99	-2.4	-12	0	1	-4	-2	4	-1	4
OC(COc1ccc(Cl)cc1)CN1CCN(c2ccccn2)CC1 (stereo unspecified)	98	-3.3	-20	-3	-1	1	6	-4	0	-5
CCC(C)NC(=O)c1ccccc1NC(=O)CN(c1cc(C)ccc1OC)S(C)(=O)=O (stereo unspecified)	97	-0.2	0	-2	2	1	1	-2	-1	15
CCOc1ccc(NC(=O)c2ccccc2NC(=O)CN2CCCCCC2)cc1	98	-0.1	-6	2	-11	-2	6	-4	6	10
COC(=O)c1nn(-c2ccccc2)c(=O)cc1Oc1ccccc1	77	-2.0	-4	0	2	6	0	1	1	-6
COc1ccc(S(=O)(=O)N(C)C[C@H]2Oc3ccc(NC(=O)c4ccncc4)cc3C(=O)N([C@H](C)CO)C[C@@H]2C)cc1	101	0.2	-2	-4	1	1	-6	0	3	6
COCCN1Cc2cccc(C(=O)Nc3c(C)cccc3C)c2C1=O	101	-0.9	1	-3	-1	-22	-2	-5	3	10
CC(=O)c1ccc(NC(=O)CSc2nc3nn(-c4ccccc4)c(=O)c-3c3n2CCCCC3)cc1	94	-2.0	-14	-4	-4	0	5	30	-4	13
CCCS(=O)(=O)n1nc(-c2ccc(C)cc2)cc1N	103	-0.8	-7	-2	1	-10	-4	-9	-4	11
N#CC1=C(N)NC(=S)C(C(N)=O)C1c1ccc(Cl)cc1Cl (stereo unspecified)	101	-3.7	-4	99*	3	-2	-1	-8	57*	0
c1ccc(CSc2ccc(-c3cccnc3)nn2)cc1	90	-0.3	-6	-12	0	-5	-6	-10	-2	-1
COc1ccc(OCC(O)CN2C(=O)NC(C)(C)C2=O)cc1 (stereo unspecified)	101	1.9	-4	0	5	-3	-3	10	-1	4
COCCNC(=S)N/N=C(\C)c1cccc([N+](=O)[O-])c1	103	1.1	-2	3	0	-4	0	3	4	15
Cc1ccc(OS(=O)(=O)c2cn(C)c(=O)n(C)c2=O)cc1C	90	-1.4	-3	-1	1	-3	2	3	1	4
CCOC(=O)C1(CCC(=O)OCc2ccccc2)CCCCC1=O (stereo unspecified)	98	-1.3	-6	-17	1	-2	3	-1	2	2
O=C(COC(=O)CNC(=O)c1ccc(Cl)cc1Cl)NC1CCCCC1	101	0.5	-2	6	x	13	7	3	5	8
COc1ccccc1CNCc1ccc(OC)c2ccccc12	105	-0.4	-2	15	-1	6	1	-9	0	-8
COC(=O)[C@]1(CC(C)C)N[C@H](c2ccc(-c3ccc(C(C)=O)cc3)cc2)[C@@H]2C(=O)N(C)C(=O)[C@@H]21	101	-2.1	-6	1	1	0	-2	26	5	15
CCCCn1nc(C(=O)Nc2ccc3c(c2)OCO3)c2ccccc2c1=O	105	0.3	1	8	-7	6	-3	2	-1	10
Cc1ccccc1C(=O)NNC(=O)C1CC(=O)N(Cc2ccccc2)C1 (stereo unspecified)	98	-3.7	-14	-1	2	2	-2	5	8	14
Cc1ccccc1-c1nnc(SCC(=O)Nc2ccc3c(c2)OCCO3)n1N	112	-1.1	-6	0	0	0	-3	1	-2	2
CSCC[C@H](NC(=O)[C@@H]1Cc2ccccc2CN1)C(=O)NC(C)c1ccccc1 (stereo partly specified)	102	-2.1	-3	-2	0	-5	-4	4	3	12
O=C(Nc1ccc2c(c1)OCCO2)c1c[nH]c(=O)n(-c2ccc(F)c(Cl)c2)c1=O	99	-4.6	-6	-8	2	-1	4	-5	3	-7
CCOC(=O)/C(C)=N/NC(=O)c1cccc([N+](=O)[O-])c1	93	-0.6	-2	-1	1	7	2	7	-2	6
CCOc1ccc(NC(=O)CNC(=O)c2cccs2)cc1	98	1.1	-14	1	-2	14	-2	-4	-3	1
O=c1[nH]c(CN2CCN(c3ccccc3O)CC2)nc2ccccc12	101	-2.1	x	-3	0	-4	5	14	3	8
COC(=O)N1CC(c2ccccc2)CC1=O (stereo unspecified)	94	-1.9	x	-1	2	22	2	2	-4	6
Cc1ccc(NC(=O)c2cc(S(=O)(=O)N3CCCCC3)c[nH]2)cc1F	95	-0.2	-5	-5	3	-9	3	-7	8	3
Cc1cc(OCC(=O)OCC(=O)NCc2ccco2)ccc1Cl	97	1.0	-1	-4	1	5	15*	0	-1	-6
Cn1nc2c3ccccc3n(Cc3ccc(F)cc3)c2nc1=S	98	-1.7	-5	-2	-1	8	7	0	6	9
O/N=C(/CN(O)/C=C1/C=CC=N1)c1cccs1	88	-0.1	-4	1	-2	2	3	-2	4	11
COc1cc(/C=N/NC(=O)c2ccc(N)cc2)ccc1OC(=O)c1cccc(C)c1	91	0.4	x	10	3	-3	13	35	2	3
O=C(Nc1ccnn1C1CCN(CCCc2ccccc2)CC1)c1ccccc1Cl	106	-1.3	-5	5	1	1	0	4	-2	-2
O=C(NCC(=O)N(Cc1cccs1)C(C(=O)NC1CCCC1)c1ccncc1)c1ccco1 (stereo unspecified)	92	0.0	-5	0	1	2	5	0	4	5
CN1OC[C@@H]2CN(C(=O)C(C)(C)C)[C@H](c3cccc(Oc4ccccc4)c3)C[C@@H]21	105	0.1	-3	-6	0	-4	5	4	5	4
COc1ccc2oc(C(=O)OCC(=O)N(C)CC(=O)Nc3ccc(F)cc3)c(C)c2c1	101	0.5	-6	5	-1	-2	6	-2	1	4
COc1ccc(-c2cnc(C(O)c3ccc(CN4CCCCC4)cc3)[nH]2)cc1 (stereo unspecified)	102	1.9	-4	2	-1	-7	2	4	1	-2
O=S(=O)(O)C(c1ccccc1)C1(O)CCCCC1 (stereo unspecified)	98	0.4	-6	5	0	-2	1	0	-5	-2
O=C(CSCc1ccc(Br)cc1)N1CCOCC1	95	-1.4	-4	2	-1	-11	1	3	-3	9
COc1ccc(NC(=O)CN(C)C(=O)c2ccccc2OCC(=O)Nc2cccc(C(F)(F)F)c2)cc1	99	0.7	-4	2	-5	3	-4	5	-1	3
COC(=O)CC(=O)CSc1nc2c(cc1C#N)CCC2	104	0.7	-8	-2	2	8	3	-7	3	2
O=C(NCc1ccc(Cl)cc1)C(=O)c1cn(CC(=O)N2CCOCC2)c2ccccc12	97	-2.8	-3	-1	3	0	-1	-4	-7	-2
Cc1ncc(N=Nc2ccccc2)c(-c2ccccc2)n1	99	-0.1	x	-1	0	0	0	-1	-1	13
C/C(N)=C(/C#N)C(=O)CSc1nc2ccccc2n1CC(C)C	96	-1.8	-3	0	-1	-20	1	-6	-6	7

Molecules above that contain bromine (2):
Structure	ABCB6 inh 2	MC4R barr agon	CaV13 ICDI inh	Granule exo inh	Glyco luc inh	PDI turbidity	m5-HT2A agonist	Cardio protect	ABHD5 PLIN5 PPI	MC4R antagonist
Cn1cc(Br)c(C(=O)NNC(=O)c2ccccc2)n1	90	5.2	-5	-4	-2	14	0	7	8	1
O=C(CSCc1ccc(Br)cc1)N1CCOCC1	95	-1.4	-4	2	-1	-11	1	3	-3	9
